Screening data from PubChem BioAssay.
aSyn 5UTR inh: MLPCN primary screen, SNCA 5' untranslated region. alpha-synuclein 5'UTR reporter, inhibitor activity. inhibition, % (tested at 7.5 µM). hit rate 0.82% among 300,000; in the data active = inhibition above about 60%; inconclusive = no clear call, values can overlap the other calls;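 note: H4 neuroglioblastoma cells stably carrying SNCA 5'UTR luciferase fusion; 0% = DMSO wells and 100% = positive control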
AI-2 QS mod: modulators of Vibrio harveyi AI-2 quorum sensing system; Vibrio harveyi JMH597 AI-2 luminescence/OD600 ratio, 9 h; stronger effect = lower value; strain lacks LuxN and CqsS sensors; 0 = neutral-control median; activity change, % at 7.5 µM; hit rate 0.4% among 300,000; AID 2094; in the data active = activity change below about -75%, passing the limit was not always enough; inconclusive = no clear call, values can overlap the other calls;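 note: luminescence divided by OD600 gain over 9 h not by final OD600 alone; inactives centre near 13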
KLF5 inh: inhibitors of KLF5 expression; DLD-1 KLF5 promoter-luciferase reporter, luminescence; inhibition, % at 5 µM; hit rate 0.23% among 290,000; AID 1700;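 active = inhibition above a per-plate limit of that plate's mean compound inhibition plus 3 SD, cut at about 60% in these data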;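 note: 0% = DMSO wells and 100% = LY294002 at 200 µM; higher means less KLF5 promoter-driven luciferase light; inactives centre near -14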
Platelet DG rel: platelet dense granule release activity; human platelet-rich plasma, SFLLRN dense granule ATP release, luminescence; hit rate 0.22% among 300,000; inhibition, %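 (compounds screened at 7.5 µM in platelet-rich plasma)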;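 active = mean replicate score, as percent of positive control, at or above 50; inconclusive = mean below 50 but at least one replicate at or above 50; inactive = mean and every replicate below 50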
HSF1 inh: HSF1 inhibition. NIH3T3-HGL HSE-luciferase, MG132-induced, luminescence 8 h; stronger effect = lower value. hit rate 0.77% among 300,000. activity change, negative = inhibition, % at 7.5 µM (by protocol);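 active = more than half of replicate wells show activity change below -50%, luminescence cut by over half; inconclusive = some wells, but at most half, below -50%; inactive = no replicate well below -50%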;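 note: luciferase reports HSF-1 transcriptional activity via heat shock element; 0% = median of DMSO wells and -100% = zero luminescence signal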
HSP90 refold inh: HSP90 refolding inhibition in rabbit reticulocyte lysate; luciferase refolding luminescence, 3 h; hit rate 0.91% among 290,000; inhibition, % at 5.6 µM;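 active = inhibition above the screen-wide mean plus 3 SD, computed separately per campaign, cut at about 16% in these data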;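 note: 0% = DMSO wells and 100% = 60 µM geldanamycin wells; inhibitors lower the luminescence because luciferase stays unfolded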
HIF activator: HIF pathway transcriptional activation. U2OS HRE-luciferase reporter, luminescence; normalized: DMSO 0%, desferrioxamine 100%. activation, % at 7.5 µM (by protocol). hit rate 0.32% among 300,000. AID 1910;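 active = mean activation of at least 10% of the iron chelator positive control signal, with at least half of replicates also reaching 10%; inconclusive = mean and replicate majority disagree about reaching 10%; inactive = mean and most replicates under 10%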
IEC-6 tox: kills IEC-6 intestinal cells in KLF5 counter-screen | IEC-6 cytotoxicity, luminescence viability | inhibition, % at 5 µM | hit rate 0.78% among 290,000 | AID 1825; in the data active = inhibition above about 22%;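 note: 0% = plate median of test compound wells and 100% = cytotoxic reference compound wells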
HSF-1 act: increases HSF-1 driven luciferase reporter signal. NIH3T3-HGL HSF-1 luciferase reporter, MG132, 8 h; 100% = twice DMSO control signal. hit rate 1.7% among 300,000. activation, % at 9 µM;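 active = mean replicate activation of at least 50% with a set share of replicates each reaching 50%; inconclusive = only one of those two conditions met; inactive = mean below 50% and too few replicates reaching it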;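 note: 0% = median of the neutral control wells and 100% = twice that signal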
HDAC3 inh: blocks human histone deacetylase 3; O15379; recombinant HDAC3, fluorogenic peptide/trypsin coupled, fluorescence; inhibition, % at 8.3 µM; hit rate 0.15% among 320,000; in the data active = inhibition above about 26%, passing the limit was not always enough; inconclusive = no clear call, values can overlap the other calls
Target sequence (O15379 whole entry, looked up): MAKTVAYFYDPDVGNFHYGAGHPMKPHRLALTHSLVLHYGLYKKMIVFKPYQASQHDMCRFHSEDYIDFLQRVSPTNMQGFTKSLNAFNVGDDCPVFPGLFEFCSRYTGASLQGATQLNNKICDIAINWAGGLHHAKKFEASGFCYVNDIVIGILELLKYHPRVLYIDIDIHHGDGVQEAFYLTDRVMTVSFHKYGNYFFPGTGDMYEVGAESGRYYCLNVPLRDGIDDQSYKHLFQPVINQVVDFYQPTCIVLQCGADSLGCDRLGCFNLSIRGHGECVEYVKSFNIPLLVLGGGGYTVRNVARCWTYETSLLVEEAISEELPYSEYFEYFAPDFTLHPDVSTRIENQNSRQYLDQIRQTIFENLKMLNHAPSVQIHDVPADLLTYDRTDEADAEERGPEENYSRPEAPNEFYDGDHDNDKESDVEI
The depositor's hits bear a star.

How did COc1ccc([N+](=O)[O-])cc1N(CC(O)Cn1nnc2ccccc21)S(=O)(=O)c1ccc(C)cc1 (stereo not drawn) do in these assays?
aSyn 5UTR inh: 22; AI-2 QS mod: 8; KLF5 inh: -1; Platelet DG rel: 19; HSF1 inh: 7; HSP90 refold inh: 0; HIF activator: -0.3; IEC-6 tox: -1; HSF-1 act: 7; HDAC3 inh: 9

What do the screens show for `COc1ccccc1NC(=O)COc1ccc(CO)cc1Cl`?
aSyn 5UTR inh: -151; AI-2 QS mod: 44; KLF5 inh: -68; Platelet DG rel: 1; HSF1 inh: 11; HSP90 refold inh: -2; HIF activator: 3.8; IEC-6 tox: -2; HSF-1 act: 29; HDAC3 inh: 0

How did CC(C)(C)NC(=O)NC(=O)COC(=O)c1cccc(OC(F)F)c1 do in these assays?
aSyn 5UTR inh: 0; AI-2 QS mod: 3; KLF5 inh: -5; Platelet DG rel: -6; HSF1 inh: -5; HSP90 refold inh: -9; HIF activator: -0.5; IEC-6 tox: -2; HSF-1 act: -11; HDAC3 inh: inconclusive

What do the screens show for `Fc1ccc(OCc2nnc(SCCN3CCOCC3)o2)cc1`?
aSyn 5UTR inh: 18; AI-2 QS mod: 7; KLF5 inh: -1; Platelet DG rel: 3; HSF1 inh: -2; HSP90 refold inh: 1; HIF activator: -0.4; IEC-6 tox: 5; HSF-1 act: -6; HDAC3 inh: -1

What do the screens show for `CCS(=O)(=O)N1CCC(C(=O)NCCC2=CCCCC2)CC1`?
aSyn 5UTR inh: -30; AI-2 QS mod: 7; KLF5 inh: -10; Platelet DG rel: -7; HSF1 inh: -1; HSP90 refold inh: -4; HIF activator: -0.6; IEC-6 tox: 2; HSF-1 act: -3; HDAC3 inh: -1

How did CSc1ccccc1NC(=O)Nc1ccc(Cl)cc1 do in these assays?
aSyn 5UTR inh: -190; AI-2 QS mod: -14; KLF5 inh: -72; Platelet DG rel: 0; HSF1 inh: 26; HSP90 refold inh: 4; HIF activator: 3.0; IEC-6 tox: 2; HSF-1 act: 48; HDAC3 inh: 3

What do the screens show for `CCOC(=O)C1(Cc2ccccc2)CCN(Cc2ccc3cc(NC(C)=O)ccc3n2)CC1`?
aSyn 5UTR inh: -9; AI-2 QS mod: 8; KLF5 inh: -16; Platelet DG rel: 0; HSF1 inh: -2; HSP90 refold inh: -3; HIF activator: -0.2; IEC-6 tox: 6; HSF-1 act: 4; HDAC3 inh: 0

Results for C/C(O)=C\c1nc(=O)c2c(C)cc(C)nc2n1-c1ccccc1 ?
aSyn 5UTR inh: -3; AI-2 QS mod: 17; KLF5 inh: -6; Platelet DG rel: -9; HSF1 inh: 7; HSP90 refold inh: 3; HIF activator: 0.1; IEC-6 tox: 0; HSF-1 act: 1; HDAC3 inh: 4

Results for Cc1cc(=O)oc2c(C)c(OC(C)C(=O)NC3CCN(Cc4ccccc4)CC3)ccc12 (stereo not drawn) ?
aSyn 5UTR inh: -24; AI-2 QS mod: 13; KLF5 inh: -22; Platelet DG rel: 13; HSF1 inh: 4; HSP90 refold inh: -2; HIF activator: 0.5; IEC-6 tox: 5; HSF-1 act: 17; HDAC3 inh: 2

What do the screens show for `CC(C)Cn1c(N)c(C(=O)COC(=O)/C=C/c2cccs2)c(=O)n(C)c1=O`?
aSyn 5UTR inh: -11; AI-2 QS mod: 25; KLF5 inh: -3; Platelet DG rel: 28; HSF1 inh: -4; HSP90 refold inh: -3; HIF activator: 0.5; IEC-6 tox: 2; HSF-1 act: 0; HDAC3 inh: -8

Results for O=S(=O)(c1ccc2c(c1)OCCO2)N1CCN(c2nc(-c3cccnc3)nc3ccccc23)CC1 ?
aSyn 5UTR inh: -6; AI-2 QS mod: 48; KLF5 inh: -9; Platelet DG rel: 10; HSF1 inh: -2; HSP90 refold inh: -1; HIF activator: 2.4; IEC-6 tox: -9; HSF-1 act: 6; HDAC3 inh: 1

What do the screens show for `Cc1nnc(SCC2=C(C(=O)O)N3C(=O)C(NC(=O)c4cc(F)c(F)cc4Cl)C3SC2)s1` (stereo not drawn)?
aSyn 5UTR inh: 3; AI-2 QS mod: 24; KLF5 inh: 4; Platelet DG rel: 5; HSF1 inh: 5; HSP90 refold inh: 0; HIF activator: -0.7; IEC-6 tox: 7; HSF-1 act: 27; HDAC3 inh: 4

Results for COc1ccc(/C=C/C(=O)NC(=S)NNC(=O)c2cccnc2)cc1OC ?
aSyn 5UTR inh: 12; AI-2 QS mod: 12; KLF5 inh: -27; Platelet DG rel: 7; HSF1 inh: -8; HSP90 refold inh: -4; HIF activator: -0.4; IEC-6 tox: 1; HSF-1 act: 3; HDAC3 inh: -4

How did O=C(NC(=S)N1CCOCC1)C12CCC3CC(CC(C3)C1)C2 do in these assays?
aSyn 5UTR inh: 5; AI-2 QS mod: 14; KLF5 inh: -2; Platelet DG rel: 9; HSF1 inh: -2; HSP90 refold inh: -2; HIF activator: 0.0; IEC-6 tox: 1; HSF-1 act: -11; HDAC3 inh: 2

How did COC(=O)C1=C(Nc2ccccc2NC(=O)CCCC(=O)O)CSC1 do in these assays?
aSyn 5UTR inh: -7; AI-2 QS mod: 12; KLF5 inh: -40; Platelet DG rel: 11; HSF1 inh: 6; HSP90 refold inh: -3; HIF activator: 0.0; IEC-6 tox: 3; HSF-1 act: 7; HDAC3 inh: 7

The final 2 records of the part above lead into the next.
How did O=C(NC(=S)N1CCOCC1)C12CCC3CC(CC(C3)C1)C2 do in these assays?
aSyn 5UTR inh: 5; AI-2 QS mod: 14; KLF5 inh: -2; Platelet DG rel: 9; HSF1 inh: -2; HSP90 refold inh: -2; HIF activator: 0.0; IEC-6 tox: 1; HSF-1 act: -11; HDAC3 inh: 2

How did COC(=O)C1=C(Nc2ccccc2NC(=O)CCCC(=O)O)CSC1 do in these assays?
aSyn 5UTR inh: -7; AI-2 QS mod: 12; KLF5 inh: -40; Platelet DG rel: 11; HSF1 inh: 6; HSP90 refold inh: -3; HIF activator: 0.0; IEC-6 tox: 3; HSF-1 act: 7; HDAC3 inh: 7

What do the screens show for `Cc1cccc(NC(=O)COc2nsnc2N2CCOCC2)c1`?
aSyn 5UTR inh: 3; AI-2 QS mod: 20; KLF5 inh: -42; Platelet DG rel: 0; HSF1 inh: 8; HSP90 refold inh: 1; HIF activator: 1.5; IEC-6 tox: 2; HSF-1 act: 4; HDAC3 inh: 6

Results for Brc1cccc(/C=N\n2cnnc2)c1 ?
aSyn 5UTR inh: -32; AI-2 QS mod: 13; KLF5 inh: -22; Platelet DG rel: 0; HSF1 inh: -4; HSP90 refold inh: -5; HIF activator: -0.3; IEC-6 tox: -14; HSF-1 act: -7; HDAC3 inh: 2

Results for S=C1CCC(c2ccc(Br)cc2)=NN1c1ccccc1 ?
aSyn 5UTR inh: 15; AI-2 QS mod: 17; KLF5 inh: -4; Platelet DG rel: 13; HSF1 inh: -9; HSP90 refold inh: -2; HIF activator: -0.5; IEC-6 tox: 4; HSF-1 act: 14; HDAC3 inh: -3

How did O=C(COc1ccc2ccccc2c1)N1CCN(c2ccccc2)CC1 do in these assays?
aSyn 5UTR inh: -1; AI-2 QS mod: 19; Platelet DG rel: -5; HSF1 inh: -6; HIF activator: -0.6; HSF-1 act: -9; HDAC3 inh: -3

What do the screens show for `COc1ccc(CCNC(=O)c2cc(-c3ccccn3)nc3c(Cl)cccc23)cc1OC`?
aSyn 5UTR inh: -26; AI-2 QS mod: 10; KLF5 inh: -18; Platelet DG rel: -7; HSF1 inh: -3; HSP90 refold inh: -5; HIF activator: -0.6; IEC-6 tox: -2; HSF-1 act: 14; HDAC3 inh: -2

How did CC(C)c1ccc(-c2nnn(CCC#N)n2)cc1 do in these assays?
aSyn 5UTR inh: -107; AI-2 QS mod: -1; KLF5 inh: -60; Platelet DG rel: 2; HSF1 inh: 7; HSP90 refold inh: 2; HIF activator: 0.8; IEC-6 tox: 1; HSF-1 act: 10; HDAC3 inh: -1

How did COc1ccc(/C=C2\SC(=S)N(CC(=O)NC3CCS(=O)(=O)C3)C2=O)cc1 (stereo not drawn) do in these assays?
aSyn 5UTR inh: -2; AI-2 QS mod: 7; KLF5 inh: -6; Platelet DG rel: -1; HSF1 inh: 10; HSP90 refold inh: -1; HIF activator: -0.3; IEC-6 tox: 4; HSF-1 act: 7; HDAC3 inh: 1

How did Cc1cc(C)cc(NC(=O)CCc2ccc(C)o2)c1 do in these assays?
aSyn 5UTR inh: 11; AI-2 QS mod: -7; KLF5 inh: 3; Platelet DG rel: -16; HSF1 inh: 0; HSP90 refold inh: -1; HIF activator: 0.1; IEC-6 tox: 1; HSF-1 act: 7; HDAC3 inh: -1

How did CC(C)NS(=O)(=O)c1ccc(N2C(=O)c3ccccc3C2=O)cc1 do in these assays?
aSyn 5UTR inh: -7; AI-2 QS mod: 28; KLF5 inh: 2; Platelet DG rel: 1; HSF1 inh: 0; HSP90 refold inh: 1; HIF activator: 0.0; IEC-6 tox: 1; HSF-1 act: -1; HDAC3 inh: -5

How did CC1(c2ccc(Cl)cc2)NC(=O)N(CC(=O)NCc2cccs2)C1=O (stereo not drawn) do in these assays?
aSyn 5UTR inh: -3; AI-2 QS mod: 15; KLF5 inh: -33; Platelet DG rel: -3; HSF1 inh: 6; HSP90 refold inh: 0; HIF activator: -0.2; IEC-6 tox: 0; HSF-1 act: 11; HDAC3 inh: -4

How did COc1ccccc1NC(=O)N1CCCC1C(=O)NCCc1ccccc1 (stereo not drawn) do in these assays?
aSyn 5UTR inh: 14; AI-2 QS mod: 29; KLF5 inh: -63; Platelet DG rel: 4; HSF1 inh: 6; HSP90 refold inh: -1; HIF activator: 0.2; IEC-6 tox: 0; HSF-1 act: -1; HDAC3 inh: -5

What do the screens show for `CN1C(=O)NC(c2ccccc2Cl)C2=C1CC(C)(C)CC2=O` (stereo not drawn)?
aSyn 5UTR inh: 9; AI-2 QS mod: -7; KLF5 inh: 13; Platelet DG rel: 0; HSF1 inh: 8; HSP90 refold inh: 4; HIF activator: -2.8; IEC-6 tox: 8; HSF-1 act: -4; HDAC3 inh: 3

How did Cn1cccc1CC(=O)NNC(=S)NC(=O)c1ccccc1Br do in these assays?
aSyn 5UTR inh: 13; AI-2 QS mod: 31; KLF5 inh: -11; Platelet DG rel: 1; HSF1 inh: -6; HSP90 refold inh: -2; HIF activator: -0.1; IEC-6 tox: -16; HSF-1 act: -1; HDAC3 inh: -1

How did O=C(NCc1ccco1)/C(=C\c1cccs1)NC(=O)c1cccs1 do in these assays?
aSyn 5UTR inh: -13; AI-2 QS mod: 2; KLF5 inh: -15; Platelet DG rel: -4; HSF1 inh: -4; HSP90 refold inh: -2; HIF activator: 0.0; IEC-6 tox: 0; HSF-1 act: -21; HDAC3 inh: -2

How did O=C1CSC2=NCN(c3ccc4c(c3)OCO4)CN12 do in these assays?
aSyn 5UTR inh: -147; AI-2 QS mod: 0; KLF5 inh: -28; Platelet DG rel: -8; HSF1 inh: -4; HSP90 refold inh: 0; HIF activator: 1.8; IEC-6 tox: -2; HSF-1 act: 5; HDAC3 inh: 11

What do the screens show for `O=C(Nc1ccc2c(c1)CCC2)c1c(F)cccc1Cl`?
aSyn 5UTR inh: -159; AI-2 QS mod: 25; KLF5 inh: -116; Platelet DG rel: -1; HSF1 inh: 16; HSP90 refold inh: 3; HIF activator: 1.9; IEC-6 tox: 9; HSF-1 act: 45; HDAC3 inh: 4
